# High-throughput results (PubChem)
# PostGolgi ctrl – yeast control strain growth, post-Golgi counter-screen; 5% of 98,000 active; efflux-deficient yeast background strain, growth absorbance A615, 16 h; inhibition, % at 10 µM
# S1P2 ag – activates the human S1P2 receptor. O95136. S1P2-expressing cell line, agonist reporter read-out. activation, % at 4.5 µM. 0.46% of 97,000 active; in the data active = activation above about 16%;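 also: 0% = vehicle low control and 100% = maximal reference agonist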
# Target sequence (O95136 whole entry, looked up): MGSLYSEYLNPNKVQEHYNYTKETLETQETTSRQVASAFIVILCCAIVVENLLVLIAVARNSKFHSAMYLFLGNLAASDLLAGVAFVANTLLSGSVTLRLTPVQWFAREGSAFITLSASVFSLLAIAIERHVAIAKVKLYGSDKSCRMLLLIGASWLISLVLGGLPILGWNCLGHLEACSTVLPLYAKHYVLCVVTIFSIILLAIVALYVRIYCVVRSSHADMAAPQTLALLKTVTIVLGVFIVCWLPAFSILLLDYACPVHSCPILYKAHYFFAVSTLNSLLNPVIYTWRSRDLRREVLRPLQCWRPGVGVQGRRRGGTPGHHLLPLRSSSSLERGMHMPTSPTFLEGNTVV
# HUVEC inhibit – inhibitors of human endothelial cell proliferation; HUVEC proliferation, CellTiter-Glo luminescence, 72 h; active compounds read low; viability, % at 10 µM (by protocol); 1.1% of 86,000 active; AID 648;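 active = viability at or below 30%; inactive = viability above 30%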;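 also: 100% = median luminescence of DMSO-only cell control wells on each plate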
# DAT uptake mod – human DAT dopamine uptake with cocaine, either direction; Q01959; LLC-PK1 hDAT cells, [14C]-dopamine uptake with cocaine IC80; actives deviate in either direction; B-score at 10 µM; 1.3% of 110,000 active; AID 449768;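 active = Z score or B-score, a plate-position-corrected score, falls beyond the plate's 99.7% confidence bounds, in either direction; inactive = both scores lie inside the 99.7% bounds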;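 also: scored against the spread of the other compound wells on the same plate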
# Target sequence (Q01959 whole entry, looked up): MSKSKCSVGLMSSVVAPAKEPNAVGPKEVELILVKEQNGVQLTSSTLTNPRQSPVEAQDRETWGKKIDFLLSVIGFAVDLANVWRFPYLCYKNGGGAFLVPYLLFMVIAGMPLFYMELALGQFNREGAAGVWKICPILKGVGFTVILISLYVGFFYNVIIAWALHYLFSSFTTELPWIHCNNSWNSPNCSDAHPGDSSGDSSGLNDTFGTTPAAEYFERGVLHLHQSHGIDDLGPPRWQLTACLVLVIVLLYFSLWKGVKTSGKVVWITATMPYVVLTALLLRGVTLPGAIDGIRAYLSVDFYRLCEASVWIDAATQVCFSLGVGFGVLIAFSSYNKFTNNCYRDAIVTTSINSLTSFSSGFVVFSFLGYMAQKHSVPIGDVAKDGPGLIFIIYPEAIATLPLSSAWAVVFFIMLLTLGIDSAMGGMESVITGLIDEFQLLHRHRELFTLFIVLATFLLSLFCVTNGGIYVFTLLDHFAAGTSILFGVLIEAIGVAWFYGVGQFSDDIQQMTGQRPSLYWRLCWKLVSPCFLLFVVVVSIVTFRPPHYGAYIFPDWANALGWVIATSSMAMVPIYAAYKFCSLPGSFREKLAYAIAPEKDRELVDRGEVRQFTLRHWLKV
# PostGolgi yeast – growth inhibition of a yeast mutant, post-Golgi transport screen; inhibition, % at 10 µM; AID 739; post-Golgi transport phenotypic cell assay; 0.9% of 98,000 active;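 also: yeast cells grown in 1536-well plates; yeast grown about 18 h at 30C before absorbance read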
# H69AR inhibit – blocks growth of human H69AR lung tumor cells; H69AR lung tumor viability, ATP luminescence, 72 h; active compounds read low; viability, % at 10 µM; 6% of 85,000 active; AID 598;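 active = viability at or below 40%; inactive = viability above 40%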;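 also: multidrug resistant small cell line overexpressing MRP-1 efflux transporter; 100% = mean luminescence of untreated control wells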
# Fibroblast inh – blocks proliferation of human lung fibroblasts; LL 47 human lung fibroblast viability, ATP luminescence; active compounds read low; viability, % at 10 µM; 1.1% of 85,000 active;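 active = viability at or below 50% in the single dose screen; inactive = viability above 50%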;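 also: compound exposure lasted 72 h before the ATP readout; 100% = median luminescence of untreated cell-only wells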
#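 Material: Human LL 47 lung fibroblast cells | Input: 1,150 cells/well | Buffer or medium: IMEM plus 15% FBS | Compound dosing: 0.1% DMSO in all compound wells | Times: Overnight cell rest, 72 h compound treatment at 37 °C | Signal: CellTiter-Glo luminescence measuring cellular ATP | Measure: % viability versus median cells-only luminescence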
# S1P2 blocker – antagonists of human S1P2 receptor. inhibition, % at 5 µM. AID 736. cell-based S1P2 antagonist assay, inhibition at 5 uM. 0.21% of 97,000 active; in the data active = inhibition above about 45%;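 also: CRE beta-lactamase reporter cells expressing human S1P2 stimulated with S1P; 0% = agonist at EC80 alone and 100% = agonist plus reference antagonist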
# E coli WT exp – blocks growth of wild type E. coli BW25113; growth inhibition, % at 100 µM; AID 710; OD600 absorbance; 0.15% of 98,000 active;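 active = growth inhibition above about 50% at one test dose, limit read from the data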;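 also: growth measured after 20 h incubation at 37 °C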
# Numbers without * were called inactive; nt = no result given. Rule as the data show it, unless noted: active = inhibition above about 30%; inactive = the rest.
cpd	canonical_smiles	PostGolgi ctrl	S1P2 ag	HUVEC inhibit	DAT uptake mod	PostGolgi yeast	H69AR inhibit	Fibroblast inh	S1P2 blocker	E coli WT exp
1	Nc1n[nH]c(-c2ccccc2)c1-c1ccccc1	4	-7	104	-0.46	15	98	91	2	7
2	CN(C)C(CNc1nnnn1-c1ccccc1)c1ccco1 (configuration not stated)	-1	-6	98	-1.4	-2	74	97	11	3
3	CCN(CC)CCNC(=O)CCc1nn(C)c(=O)c2ccccc12	0	-5	83	0.064	-4	97	89	13	4
4	CCOC(=O)C(C(=O)OCC)N(C#N)c1nc(C)cc(C)n1	0	-11	nt	0.075	-6	nt	nt	6	-2
5	CCN(CC)S(=O)(=O)c1ccc(Cl)c(C(=O)Oc2cccnc2)c1	16	0	89	-0.47	-4	nt	98	-9	2
6	CCOC(=O)c1c2c(n(C)c1COC)C(=O)C(=O)c1ccc(Br)cc1-2	nt	-4	2.1*	-0.41	nt	1.5*	2.2*	13	nt
7	Cc1ccc(C)c(N(CC(=O)NC2CCCCC2)C(=O)CCC(=O)Nc2ccccn2)c1	nt	-4	102	nt	nt	89	94	-5	nt
8	COc1cccc(CSc2nc3ccccc3cc2C=O)c1	51*	-6	nt	0.031	33*	nt	nt	2	-9
9	C=CCSC1=C(C#N)C(c2ccccc2C)CC(=O)N1 (configuration not stated)	3	-4	108	0.0004	0	90	99	6	8
10	CC1CCN(C(=O)CCNC(=O)Cn2cnc3sc4c(c3c2=O)CCCC4)CC1	5	0	91	0.76	-8	91	98	-22	3
11	Cc1ccc(C)c2[nH]c(=O)c(CCNC(=O)CC(C)C)cc12	14	nt	108	0.28	-1	93	111	nt	4
12	COC(=O)CCN(C)CCC(=O)OC	13	-6	nt	0.21	-18	nt	nt	5	-3
13	O=c1cc(Nc2ccc3c(c2)OCCO3)[nH]c(=O)n1Cc1ccc(F)cc1	nt	-5	85	-0.16	nt	96	94	8	nt
14	COc1cc(NC(=O)c2nccnc2C(=O)O)cc(OC)c1	-1	0	112	1.1	6	87	102	6	-3
15	CC(NS(=O)(=O)c1ccc(Cl)cc1)C(c1cccs1)N1CCN(C)CC1 (configuration not stated)	nt	-5	80	0.24	nt	86	88	-2	nt
16	Cc1ccc(C(=O)N/N=C/c2sc(=O)n(Cc3cccc(C(=O)O)c3)c2Cl)cc1	8	-7	100	0.65	0	87	102	-3	3
17	OC(COc1ccc2ccccc2c1)Cn1cncn1 (configuration not stated)	nt	-2	94	-0.076	nt	88	96	1	nt
18	CCc1c(-c2ccccc2)nc(N)c(C#N)c1-c1cccs1	29	-3	102	0.014	2	36*	89	2	-3
19	CCCCn1ccnc1C(=O)c1cccc(S(=O)(=O)N2CC(C)CC(C)C2)c1 (configuration not stated)	10	-4	115	0.41	-8	66	101	-13	-9
20	COc1ccc(NC(=O)NC(C(F)(F)F)C(F)(F)F)cc1	22	-4	92	1.6	-2	98	103	3	4
21	O=C(COc1ccccc1)Nc1nc(-c2cccs2)cs1	10	0	92	-0.3	0	93	108	7	1
22	Cc1csc(NC(=O)C2CCCN2C(=O)Oc2ccccc2)n1 (configuration not stated)	10	nt	97	0.15	8	98	nt	nt	0
23	Cc1nn2cnc3sc4c(c3c2nc1=O)CCCC4	18	-5	nt	-0.32	19	nt	nt	-6	0
24	O=C1NC2(CCCCC2)C(=O)N1CCS(=O)(=O)Oc1ccccc1	6	-2	89	-0.15	8	98	96	-13	-1
25	Clc1ccc(CSc2nnnn2-c2ccc3c(c2)OCO3)c(Cl)c1	13	-7	104	2	2	71	102	-5	-4
26	O=C(NCC1CCCO1)c1cc2n(n1)C(C(F)(F)F)CC(c1ccc(F)cc1)N2 (configuration not stated)	-2	nt	94	2	-11	92	98	nt	-2
27	Oc1ccc(Cl)cc1/C=N/c1nc2ccccc2[nH]1	-7	-4	95	0.49	0	70	nt	4	1
28	Cn1c(SCc2ccccc2)nnc1-c1c[nH]c2ccccc12	12	-6	85	-0.33	-4	87	108	-14	-1
29	O=C1CC(N2CCC(O)CC2)C(=O)N1c1ccc(Br)cc1 (configuration not stated)	18	-2	106	-0.38	14	102	103	-26	4
30	Cc1ccc(C(=O)N2CCN(c3ccc(NC(=S)NC(=O)Cc4ccccc4)cc3)CC2)cc1	2	-4	nt	0.31	-1	nt	nt	16	-8
31	CCc1ccc(C2C(C(=O)O)c3ccccc3C(=O)N2C)cc1 (configuration not stated)	13	-1	103	0.19	2	106	103	-22	-5
32	O=[N+]([O-])c1ccc(N2CCN(Cc3ccccc3)CC2)c(S(=O)(=O)N2CCOCC2)c1	2	-1	nt	1.2	-3	nt	nt	-7	0
33	CCCCOC(=O)CSc1nc2c(c(=O)[nH]c(=O)n2C)n1C/C=C(\C)Cl	6	-1	93	0.23	2	90	105	-8	1
34	O=C(c1cnn2c(C(F)(F)F)cc(-c3ccc4c(c3)OCO4)nc12)N1CCCCC1	12	-5	81	0.011	-3	75	102	9	-2
35	O=C(NCc1ccco1)c1ccc(CS(=O)(=O)Cc2ccc(F)cc2)o1	2	-10	94	-0.046	9	88	102	4	0
36	S=C(NCCC(c1ccccc1)c1ccccc1)Nc1ccc(Cl)cc1	23	-4	nt	1	2	nt	nt	14	-18
37	CCN(CCCNC(=O)CC(C(=O)N1CCc2ccccc21)n1ccnc1)c1ccccc1 (configuration not stated)	3	-3	87	2.4	14	102	99	-10	9
38	Cn1c(=N)c(S(=O)(=O)c2ccc(F)cc2)cc2c(=O)n3ccccc3nc21	12	2	94	0.62	7	48	99	-18	1
39	Cn1c(NC(=O)C2CC2)cc(=O)n(C)c1=O	-15	-3	98	-0.31	2	94	99	-11	4
40	N=c1n(Cc2ccccc2)c2ccccc2n1CC(O)c1ccccc1 (configuration not stated)	-3	-3	89	0.061	2	38*	88	5	7
41	O=C(NCCc1ccccc1)c1ncn[nH]1	10	-2	98	0.022	7	97	94	-23	5
42	CCCC(=O)N1CCN(c2ccc(NC(=O)c3sc4ccccc4c3Cl)cc2)CC1	-5	-7	nt	0.11	-2	nt	nt	12	-7
43	COCCNC(=O)c1onc(CSc2ccccc2C)c1C(=O)O	2	-4	nt	-0.68	-11	nt	nt	-6	0
44	COc1ccc(C2(O)CCN(CC(=O)Nc3nccs3)CC2)c(OC)c1	4	-2	95	0.39	3	91	101	-2	-2
45	COc1cccc(S(=O)(=O)Nc2ccc(C(=O)N3CCN(C(=O)c4ccco4)CC3)cc2)c1	nt	-4	94	0.47	nt	44	89	-5	nt
46	COc1ccc(S(=O)(=O)N2CC(C(=O)O)Oc3ccc(CC(=O)O)cc32)cc1 (configuration not stated)	25	-3	nt	-0.0031	11	nt	nt	6	-3
47	O=C(c1oc(=O)c2ccccc2c1-c1ccccc1)N1CCOCC1	-6	-5	91	-0.64	3	98	95	4	4
48	CCCC(C(=O)Nc1nccs1)c1ccccc1 (configuration not stated)	11	-7	100	-0.087	8	103	92	-1	7
49	COc1ccc(C(=O)NCc2nnc(SCC(=O)N3CCCCC3)o2)cc1OC	8	1	107	-0.49	-4	97	106	-37	-3
50	O=C(Cn1ccc2ccccc2c1=O)NCCC(=O)N1CCN(C2CCCCC2)CC1	-10	-2	94	-0.28	1	99	93	4	9

# More results.
cpd	canonical_smiles	PostGolgi ctrl	S1P2 ag	HUVEC inhibit	DAT uptake mod	PostGolgi yeast	H69AR inhibit	Fibroblast inh	S1P2 blocker	E coli WT exp
51	CC1(C)c2ccccc2N2CC(=O)N(CC(N)=O)C21C (configuration not stated)	16	-7	103	-0.041	0	92	101	11	-5
52	Cc1cc(C)n(C(=O)c2nn(C)c(C)c2[N+](=O)[O-])n1	nt	-8	90	0.067	nt	98	97	-9	nt
53	N#CC(C(=O)c1ccco1)c1ccccn1 (configuration not stated)	13	-1	92	0.54	-4	88	99	-16	3
54	CCCC(=O)Nc1ccc(NC(=O)c2ccco2)c(OC)c1	-9	-1	100	0.3	5	nt	109	-10	-1
55	Cc1ccc(NC(=O)C(=O)NNC(=O)c2ccccc2C)cc1Cl	2	-4	nt	nt	6	nt	nt	7	-10
56	COC(=O)/C(=C/Nc1ccccc1)[N+](=O)[O-]	-10	-4	94	0.024	-10	97	98	14	9
57	CCCCCCOC(=O)C[N+](C)(C)CCOC1CC2CCC1(C)C2(C)C (configuration not stated)	37*	-13	nt	0.79	16	nt	nt	-15	45
58	CCOC(=O)c1cc(-c2cc3ccccc3o2)nc2c1c(=O)[nH]c(=O)n2CCOC	1	-2	86	-0.02	-6	84	100	3	-2
59	CCCNC(=O)Cn1cnc2sc(C(=O)NCCN(CC)CC)c(C)c2c1=O	-7	-4	100	0.19	2	97	100	2	7
60	CCOC(=O)NC1(NCc2ccccc2)Oc2ccccc2O1	8	0	77	-0.088	1	19*	94	13	6
61	Nc1c(Cl)cc(Cl)cc1C(=O)OCC(=O)N1CCCC1	-6	-7	95	0.019	8	76	97	1	-2
62	O=C(O)C1CCCCC1C(=O)Nc1ccc(Cl)cc1Cl (configuration not stated)	-2	-7	88	0.17	2	91	99	19	1
63	NC(=O)C1CCN(c2nnnn2-c2ccccc2)CC1	7	-7	97	0.27	-6	94	99	6	-1
64	Cn1nc(CC(=O)Nc2cccnc2N2CCOCC2)c2ccccc2c1=O	nt	nt	88	-0.66	nt	76	98	nt	nt
65	COc1cc2c(cc1OC)CN(C(=O)NS(=O)(=O)c1ccc(C)cc1)CC2	9	-5	93	-0.71	-12	91	nt	12	-5
66	NC(=O)c1ccccc1OCC(=O)NS(=O)(=O)c1ccc(Cl)cc1	4	-1	92	0.072	6	97	97	-17	-6
67	COc1ncnc2sc3c(c12)CCCC3	-9	-4	nt	-0.31	-7	nt	nt	10	0
68	CC1CCCCC1NC(=O)C1CCN(S(=O)(=O)c2cccc3nsnc23)CC1 (configuration not stated)	3	-7	79	-0.019	11	95	99	5	-6
69	O=C(Oc1cccc2c(O)cccc12)c1ccccc1	16	-6	53	-0.44	-9	88	101	17	13
70	CC(C)CNC(=O)CCc1c[nH]c2ccccc12	-3	-2	79	-0.67	-7	98	88	-7	7
71	O=C(/C=C/c1ccc(OCCCF)cc1)NCc1ccc(Cl)cc1	4	-1	nt	nt	1	nt	nt	9	-6
72	CC(O)C1CCC2C3CC[C@H]4CC(O)CCC4(C)C3CC3(OCCO3)C12C (some centres not stated)	33*	-3	nt	0.13	11	nt	nt	14	8
73	O=C(c1ccccc1)C1CN(c2ccccc2)CC1c1ccc(Cl)cc1 (configuration not stated)	-6	-3	nt	nt	2	nt	nt	-1	-19
74	Cc1ccc2nc(SCc3nnc(-c4ccccc4)o3)[nH]c2c1	10	-5	97	-0.49	-1	93	97	-15	7
75	Cc1nc(NC(=O)CSc2nc3cccnc3n2Cc2ccccc2)sc1C	2	-4	33	0.07	-7	18*	51	-7	-9
76	COc1ccc(CCNS(=O)(=O)c2ccc3c(c2)CCN3C(=O)C2CC2)cc1OC	11	-5	104	0.14	4	83	101	-8	-1
77	O=C(Nc1nc(-c2ccc(Cl)s2)cs1)c1ccncc1	2	-12	nt	-0.34	15	nt	nt	10	-18
78	CC(C)(C)n1nnnc1C(c1cccnc1)N1CCN(c2ccccc2)CC1 (configuration not stated)	76*	3	104	1.1	92*	92	100	-21	0
79	Cc1ccccc1NC(=O)CSc1nnc(-c2ccoc2C)n1CCc1ccccc1	6	-9	101	-0.31	1	103	101	26	11
80	CCC(=O)c1coc2ccc(O)cc12	nt	-1	102	-0.7	nt	97	106	-20	nt
81	Cc1ccc(C(=O)C2=C(O)C(=O)N(Cc3ccccc3)C2c2cccnc2)o1 (configuration not stated)	-1	-9	98	0.47	-5	100	97	-8	3
